Assay outcomes as filed in PubChem.
RSV CPE inhibition – RSV antiviral activity via CPE protection, HEp-2 cells, primary 10 µM value included (AID 2391); CPE inhibition, % at 10 µM; hits with a dose series show IC50 in µM; HEp-2 cells, RSV-induced CPE inhibition; higher % means a stronger effect; hit rate 0.13% among 310,000; in the data active = a potency from the dose series; inconclusive = CPE inhibition mostly from about 23% at the one dose, without a potency; inactive = the rest, 99 in 100 with CPE inhibition below about 21%; also: strong numbers were not always called active
WT yeast gro inh – growth inhibition of WT yeast, mitochondrial fusion screen; mitochondrial fusion phenotypic screen, WT strain; inhibition, % at 10 µM; hit rate 2.1% among 190,000; in the data active = inhibition above about 58%; tested in S. cerevisiae
West Nile virus CPE – West Nile virus antiviral activity, cell-based, CPE readout (AID 1621) | one-dose CPE inhibition, % at 10 µM; IC50 in µM for titrated hits | West Nile virus-infected cells, CPE inhibition; higher % means a stronger effect | hit rate 0.02% among 290,000; in the data active = a potency from the dose series; inconclusive = CPE inhibition mostly from about 3.7% at the one dose, without a potency; inactive = the rest, 99 in 100 with CPE inhibition below about 2.2%; also: strong numbers were not always called active
T cell HTS – T cell immune modulation candidate; 2C CD8+ T cell-vesicle binding, flow cytometry; stronger effect = lower value; calls only at 7 µM; hit rate 0.068% among 330,000;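 active = response, share of CD8 T cells binding vesicles, and their 90th percentile fluorescence all below set limits, cut at about 80% in these data, passing the limit was not always enough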
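System: murine 2C transgenic CD8+ T lymphocytes; also added: QL9-loaded Drosophila micro-vesicles; times: binding 1.5 h at 37 °C; measured by: flow cytometry, PE anti-B7-1 (FL2) versus Alexa647 anti-CD8 (FL8), PFA-fixed; control set: Peptide-free naked vesicles (low) and QL9 vesicles with 0.7% DMSO vehicle (high)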
bCat nuc transl – alters nuclear translocation of beta-catenin in HeLa cells | nuclear translocation activity, % at 5 µM | hit rate 0.3% among 190,000 | immunofluorescence imaging | AID 1665;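 active = nuclear translocation activity above 50% at 5 µM, with a well cell count of 50 or more; inconclusive = wells under 50 cells across six images, flagged as toxic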;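 also: per-cell ratio of nuclear to cytoplasmic median beta-catenin stain intensity; plate controls were DMSO negative control for no effect and GSK-3 inhibitor IX positive control for full effect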
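Test system: human HeLa cells, endogenous beta-catenin. Times: 24 h compound exposure, 37°C. Measured by: beta-catenin immunofluorescence imaging with DAPI.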
MgcRacGAP inhibition – MgcRacGAP GTPase-activating activity inhibitors, confirmation, biochemical, ADP Hunter fluorescence; MgcRacGAP-stimulated Rac1 GTP hydrolysis, ADP Hunter fluorescence; higher % means a stronger effect; GST-tagged Rac1 F28L mutant substrate; AID 624330; one-dose inhibition, % at 30 µM; IC50 in µM for titrated hits; hit rate 0.6% among 340,000;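 active = first-screen hits whose inhibition reached a set limit at any dose in the follow-up dose series; inconclusive = inhibition above the set first-screen limit but never retested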;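 also: fluorescence reports GDP produced by GAP-driven GTP hydrolysis; strong numbers were not always called active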
Myeloid diff 2 – promotes myeloid progenitor differentiation. hit rate 1% among 360,000. ER-HoxA9 myeloid progenitors, lysozyme-GFP differentiation, flow cytometry. calls only at 10 µM;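 active = normalized GFP-positive differentiation at or above the plate's own cutoff, the solvent-only control mean plus 3 SD; inconclusive = no clear call, values can overlap the other calls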;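 also: cells exposed to compound for four days before flow analysis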
Salmonella PhoP GFP – PhoP-dependent GFP reporter repression – Salmonella Typhimurium, primary screen (AID 1863); hit rate 0.16% among 300,000; inhibition, % at 50 µM; hits with a dose series show IC50 in µM; S. Typhimurium PhoP-regulated promoter GFP reporter, 4 h; higher % means a stronger effect;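 active = inhibition over 29.93%, a cutoff 3 SD above the screen mean, later confirmed by dose response; inconclusive = inhibition over 29.93% but no dose response follow-up; inactive = inhibition at most 29.93% or unconfirmed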;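 also: 0% = low Mg2+ inducing control and 100% = high Mg2+ repressing control; strong numbers were not always called active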
Large T inhibition – SV40 large T antigen inhibitors, biochemical (AID 1903); inhibition, % at 20 µM; hits with a dose series show IC50 in µM; hit rate 0.39% among 310,000; SV40 large T antigen ATPase/helicase inhibition assay; higher % means a stronger effect; in the data active = a potency from the dose series; inconclusive = inhibition mostly from about 32% at the one dose, without a potency; inactive = the rest, 99 in 100 with inhibition below about 32%; also: strong numbers were not always called active
WT yeast gro inh mutant strain – also measured in WT yeast gro inh; calls as there; inhibition, %; mitochondrial fusion phenotypic screen, mutant strain inhibition
bCat nuc transl cell count 5 µM – recorded beside bCat nuc transl, whose call it bears; cell count; measured here: cell count, cytotoxicity flag
T cell HTS vesicle-bound % – recorded beside T cell HTS, whose call it bears; double positive events, %; measured here: CD8+ vesicle-bound cell fraction;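 binding gate set so that unloaded-vesicle control wells show 10% double positive cells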
Myeloid diff 2 GFP+ MAC1+ % – further read-out of Myeloid diff 2, marked with its call; GFP+ MAC1+ double positive, %; measured here: differentiation confirmed by MAC1 staining
The depositor's hits bear a star; i = inactive; ? = inconclusive; · = no result given.

SMILES	RSV CPE inhibition	WT yeast gro inh	WT yeast gro inh mutant strain	West Nile virus CPE	T cell HTS	T cell HTS vesicle-bound %	bCat nuc transl	bCat nuc transl cell count 5 µM	MgcRacGAP inhibition	Myeloid diff 2	Myeloid diff 2 GFP+ MAC1+ %	Salmonella PhoP GFP	Large T inhibition
COC(=O)c1cccc(N2C(=O)C3C4C=CC(CC4)C3C2=O)c1 (stereo unspecified)	1.0%	·	·	-0.1%	i	6	·	·	5%	i	0.8	1%	27%
Cc1cc(NC(=O)CCC(=O)N(c2ccccc2)C(C(=O)NC2CCCC2)c2ccccc2C)no1 (stereo unspecified)	4.9%	·	·	-0.8%	i	24	·	·	-2%	i	0.9	-4%	5%
CCN1CCc2c(C#N)c(N3CCOCC3)nc(NCc3ccccc3)c2C1	·	8	3	·	·	·	-2.7	1173	9%	i	0.6	6%	7%
CCOC(=O)N1CCN(Cc2nc3c(c(=O)n(C)c(=O)n3C)n2CCC(C)C)CC1	2.2%	11	-1	0.5%	i	38	-6.5	1119	7%	i	6.1	0%	2%
NC(CO)C(=O)NNCc1ccc(O)c(O)c1O (stereo unspecified)	-0.2%	-1	-25	-0.2%	i	59	-3.4	597	-143%	i	1.7	7%	-26%
COc1cccc(C(=O)NC(=S)N2c3ccccc3CC2C)c1OC (stereo unspecified)	11%	·	·	-0.2%	i	42	·	·	9%	?	·	7%	4%
CCOC(=O)COc1ccc(S(=O)(=O)NCc2ccco2)cc1	1.9%	9	1	-0.3%	i	31	-2.0	1261	-3%	i	6.1	2%	14%
Cc1cc(Cl)c2oc(C(=O)NCCN3CCCCC3CO)c(C)c2c1 (stereo unspecified)	-0.9%	·	·	0.2%	i	25	·	·	11%	i	5.7	-1%	9%
CCOC(=O)Nc1cccc(NC(=O)c2cc(OC)cc(OC)c2)c1	2.9%	16	8	·	i	47	2.5	1131	-2%	i	2.2	-6%	3%
CCCC(=O)n1nc(-c2ccc(Cl)cc2)nc1SC	5.5%	16	22	·	i	28	·	·	12%	i	0.7	6%	14%
COc1ccc(CCNc2nc(-c3cccnc3)nc3ccccc23)cc1OC	-0.1%	·	·	0.7%	i	31	·	·	16%	i	0.9	6%	-5%
O=C(CSCc1c(Cl)cccc1Cl)Nc1ccc2c(c1)OCCO2	11%	16	-9	0.5%	i	47	1.8	945	0%	i	0.5	-8%	6%
O=C1NCCc2cc3c(cc21)OCO3	-1.1%	-23	-4	0.3%	i	27	·	·	7%	i	0.4	4%	9%
CS(=O)(=O)N(CC(=O)Nc1ccc(S(=O)(=O)N2CCOCC2)cc1)c1ccccc1Br	1.8%	-32	-7	-0.1%	i	40	0.3	1447	3%	i	0.9	-5%	2%
OCC[C@H]1C[C@H](O)[C@@H](O)[C@@]2(Cc3ccccc3CCO2)O1	1.9%	·	·	·	i	15	·	·	4%	i	0.9	0%	1%
O=C1c2ccccc2C(O)N1Cc1ccccc1 (stereo unspecified)	4.1%	1	-26	-0.1%	i	26	-0.1	1070	4%	i	6.1	6%	6%
Cc1ccc(N(CC(=O)NCc2ccco2)C(=O)CCC(=O)Nc2ccccn2)cc1C	1.3%	1	0	3.0%	i	29	-6.0	1004	8%	i	0.7	10%	0%
COc1cc(S(=O)(=O)NCCCN2CCOCC2)ccc1-n1cnnn1	-2.0%	-9	-8	1.1%	i	48	0.7	1114	17%	·	·	8%	7%
CC(NCc1ccc(F)cc1)C(=O)Nc1cc(S(=O)(=O)N2CCCCC2)ccc1Cl (stereo unspecified)	2.4%	2	10	-0.9%	i	52	-2.0	1087	-10%	i	0.7	4%	10%
Cc1nc2nc(SCC(=O)O)nn2c(C)c1Cc1ccccc1Cl	0.3%	-9	14	0.5%	i	9	0.9	1108	1%	i	0.1	-4%	3%
Cc1nc(N2CCN(c3ccccn3)CC2)c2c(C)c(C(=O)Nc3ccccc3F)sc2n1	15%	51	42	-0.4%	i	31	-0.6	1046	0%	i	0.8	-6%	5%
CN1C(=S)SC(/[N+]([O-])=C\c2ccccc2)C1(C)C (stereo unspecified)	1.0%	9	19	0.2%	i	33	0.0	1088	4%	i	0.7	3%	4%
CCOC(=O)c1c(C)[nH]c(C)c1C(=O)CSc1nc2ccccc2n1CC	2.5%	3	11	0.3%	i	46	0.2	968	-6%	i	0.5	10%	-2%
CCN(CC)CCN1C(=O)C(=O)/C(=C(/O)c2c(C)[nH]c(C(=O)OC)c2C)C1c1ccco1 (stereo unspecified)	0.3%	-5	-27	0.2%	i	51	-2.3	1391	5%	i	0.8	-10%	5%
CS(=O)(=O)N(CC(=O)Nc1cccnc1)c1ccc2c(c1)OCO2	1.4%	2	-30	0.0%	i	20	-0.5	1090	11%	i	7.0	3%	-2%

Only T cell HTS and West Nile virus CPE (three entries from above):
canonical_smiles	T cell HTS	West Nile virus CPE
NC(CO)C(=O)NNCc1ccc(O)c(O)c1O (stereo unspecified)	i	-0.2%
COc1cccc(C(=O)NC(=S)N2c3ccccc3CC2C)c1OC (stereo unspecified)	i	-0.2%
CCOC(=O)COc1ccc(S(=O)(=O)NCc2ccco2)cc1	i	-0.3%

(list continues)
SMILES	RSV CPE inhibition	WT yeast gro inh	WT yeast gro inh mutant strain	West Nile virus CPE	T cell HTS	T cell HTS vesicle-bound %	bCat nuc transl	bCat nuc transl cell count 5 µM	MgcRacGAP inhibition	Myeloid diff 2	Myeloid diff 2 GFP+ MAC1+ %	Salmonella PhoP GFP	Large T inhibition
CCCCOc1ccc(C(=O)N(Cc2ccccc2)C2CCS(=O)(=O)C2)cc1 (stereo unspecified)	3.3%	·	·	-0.6%	i	50	·	·	6%	i	1.3	-2%	11%
Cn1cc(CN2CCN(Cc3cccnc3)CC2)c(-c2ccc3c(c2)OCCO3)n1	-1.0%	-19	-10	-0.1%	i	46	1.3	1019	4%	i	0.6	-6%	23%
Cc1cc(C)c(S(=O)(=O)N2CCOC2CNC(=O)C(=O)NCCN(C)C)c(C)c1 (stereo unspecified)	0.3%	·	·	0.1%	i	8	·	·	8%	i	0.8	-4%	-2%
COCCn1c(SCc2cc(=O)n3cc(C)ccc3n2)nc2ccccc2c1=O	4.1%	-7	-2	-0.7%	i	49	-0.2	1115	·	·	·	5%	20%
CCCCn1c(=O)[nH]c(=O)c2c1nc(Cn1ncc(Cl)c(Cl)c1=O)n2CCC	-1.9%	·	·	-1.3%	i	8	·	·	10%	?	·	1%	5%
CCOc1ccc(N(CC(=O)NC2CCCCC2)C(=O)CCC(=O)Nc2ccccn2)cc1	-0.1%	·	·	-0.9%	i	26	·	·	5%	i	0.3	-6%	3%
CCCN1C(=O)C(Cc2nc3ccccc3c(=O)n2-c2ccccc2)c2ccccc21 (stereo unspecified)	2.1%	19	-13	-1.3%	i	46	-1.1	997	6%	i	0.3	-7%	-3%
CCn1c(C)nc2cc(C(=O)NNC(=O)Nc3ccc(Cl)cc3)ccc21	-0.2%	-8	-2	0.5%	i	43	-0.1	1499	6%	i	0.1	1%	15%
CCN(CC)CCNC(=O)C(=O)NCC1OCCN1S(=O)(=O)c1ccc2c(c1)OCCO2 (stereo unspecified)	-0.1%	-17	-18	0.3%	i	62	0.1	1107	9%	i	0.0	-5%	-3%
Cc1ncc(CO)c(/C=N/Nc2ccc(C(F)(F)F)cn2)c1O	2.1%	·	·	?	i	26	·	·	61%	?	·	9%	3%
CCOc1ccc(NC2=NCC(=O)N2CCc2ccccc2)cc1	-0.4%	18	9	-0.4%	i	43	-0.3	787	1%	i	0.8	-12%	8%
Cc1ccc(OCc2ccc(C(=O)Nc3nccs3)o2)cc1	2.3%	6	15	-0.3%	i	10	-7.5	948	6%	i	0.6	-9%	4%
COc1ccc(C(=O)CCN2CCC(C)CC2)cc1	0.2%	·	·	0.0%	i	47	·	·	10%	i	0.5	-2%	10%
CC(C)OCCCNC(=S)NNC(=O)C(c1ccccc1)c1ccccc1	0.6%	7	10	-0.1%	i	9	-0.9	1082	5%	i	0.6	0%	6%
CCc1ccc(/C=N/n2c(C)cc(C)c(C#N)c2=O)cc1	2.4%	-6	13	-0.8%	i	36	-0.1	916	2%	i	0.9	-9%	14%
O=C(CCNS(=O)(=O)c1ccc(Cl)cc1)N1CCCCCC1	-0.4%	·	·	-0.9%	i	11	·	·	4%	i	0.8	2%	29%
NC(=O)C1CCCN(C(=S)Nc2cccc3ccccc23)C1 (stereo unspecified)	0.4%	9	-15	0.0%	i	3	-1.0	1083	-6%	i	1.0	10%	13%
Cn1nccc1C(=O)Nc1ccc(S(=O)(=O)N2CCCC2)cc1	2.2%	·	·	-0.1%	i	21	·	·	6%	i	0.4	-6%	5%
CS(=O)(=O)N(Cc1ccccc1)c1ccc(C(=O)Nc2ccccc2C(=O)O)cc1	-0.1%	·	·	0.0%	i	54	·	·	10%	i	0.8	3%	8%
O=Cc1ccc(N2Cc3ccccc3C2)cc1	3.0%	·	·	0.1%	i	54	·	·	11%	i	0.5	3%	16%
COc1ccc(-c2csc(NC3OC(=O)c4c3ccc(OC)c4OC)n2)cc1OC (stereo unspecified)	7.9%	·	·	2.8%	i	23	1.0	1117	?	i	1.6	-9%	10%
COC(=O)Cc1ccc(Oc2ncc(C(F)(F)F)cc2Cl)cc1	0.6%	14	18	0.4%	i	26	-1.1	1069	6%	i	0.3	4%	7%
Cc1cc(C(=O)Nc2ccccc2C(=O)O)oc1C	-0.2%	·	·	0.3%	i	12	·	·	4%	i	0.8	-5%	12%
Cc1ccc(-n2nc3c(=O)n(CCCC(=O)NCCc4ccccc4C)nc(C)c3c2C)cc1	69%	·	·	0.0%	i	33	·	·	10%	?	·	7%	3%
Cn1ncc(N=Cc2c(O)ccc3ccccc23)c1C(=O)Nc1cccc(Cl)c1	4.7%	-6	-8	-1.0%	i	41	9.2	645	8%	i	0.1	-2%	5%
O=C(Nc1ncccn1)c1ccc([N+](=O)[O-])cc1	0.5%	0	-19	0.7%	i	18	-0.8	1074	-3%	i	0.9	-6%	8%
